Source: PubChem (several laboratories)
STK33 kinase inh: inhibitors of purified STK33 kinase, primary screen, biochemical, ADP-Glo luminescence, homogeneous, cell-free | Serine/threonine-protein kinase 33 (Homo sapiens), Q9BYT3 | MBP phosphorylation | inhibition, % at 10 µM | actives 0.073% (n = 320,000);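 active means inhibition at or above 25%, using the most active replicate where run in duplicate; inactive means inhibition below 25%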
Target sequence (Q9BYT3 whole entry, looked up): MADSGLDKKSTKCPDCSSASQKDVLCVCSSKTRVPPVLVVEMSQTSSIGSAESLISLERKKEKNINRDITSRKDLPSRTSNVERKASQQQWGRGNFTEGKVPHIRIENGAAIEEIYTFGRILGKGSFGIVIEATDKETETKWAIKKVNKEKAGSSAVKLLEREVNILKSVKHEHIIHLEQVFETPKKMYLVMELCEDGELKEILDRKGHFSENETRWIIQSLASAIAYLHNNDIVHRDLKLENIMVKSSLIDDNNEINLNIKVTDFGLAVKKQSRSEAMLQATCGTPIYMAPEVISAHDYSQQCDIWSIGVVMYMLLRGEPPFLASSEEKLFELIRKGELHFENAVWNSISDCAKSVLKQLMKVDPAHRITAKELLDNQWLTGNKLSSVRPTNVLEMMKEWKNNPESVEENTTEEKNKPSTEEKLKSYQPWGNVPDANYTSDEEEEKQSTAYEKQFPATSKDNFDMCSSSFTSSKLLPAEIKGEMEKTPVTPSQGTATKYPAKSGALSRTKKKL
KCNQ2 inh: KCNQ2 potassium channel inhibitors, primary screen, cell-based, CHO-K1, FluxOR thallium flux, B-score (AID 2156); 20 min; active compounds read low; actives 1.1% (n = 310,000); B-score at 10 µM;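 active means fluorescence ratio B-score at most minus 3 library SDs, with starting brightness B-score within 2 library SDs, cut at about -5.5 in these data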
OX1R FRET antag: antagonists of human orexin 1 receptor (OX1R); OX1R-expressing cells, FRET antagonist read-out; actives 1.8% (n = 330,000); Orexin/Hypocretin receptor type 1 (Homo sapiens), O43613; inhibition, % at 6.6 µM; in the data active means inhibition mostly above about 38%, no sharp cut-off; inactive means mostly below about 40%;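 further: 0% = agonist challenge alone and 100% = reference antagonist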
Target sequence (O43613 whole entry, looked up): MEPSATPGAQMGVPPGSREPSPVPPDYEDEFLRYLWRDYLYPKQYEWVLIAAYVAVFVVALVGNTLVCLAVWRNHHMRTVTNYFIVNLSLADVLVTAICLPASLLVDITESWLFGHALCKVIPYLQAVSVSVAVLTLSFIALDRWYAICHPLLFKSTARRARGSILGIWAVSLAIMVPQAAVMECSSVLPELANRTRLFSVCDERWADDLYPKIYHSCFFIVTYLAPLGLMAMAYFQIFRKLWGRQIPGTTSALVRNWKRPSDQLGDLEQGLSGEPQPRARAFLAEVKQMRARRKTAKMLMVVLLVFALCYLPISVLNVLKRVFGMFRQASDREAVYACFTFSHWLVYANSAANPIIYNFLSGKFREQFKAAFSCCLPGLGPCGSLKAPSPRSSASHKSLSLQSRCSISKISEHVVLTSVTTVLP
* = called active by the depositor; i = inactive; · = no result given. Outcome played no part in choosing rows; about 2.7% have a hit in one of these screens.

STK33 kinase inh	KCNQ2 inh	SMILES	OX1R FRET antag
0.0	i	O=[N+]([O-])c1cccc(S(=O)(=O)Nc2ccc(S(=O)(=O)NCC3CCCO3)cc2)c1 (stereo not given)	8
-0.4	i	CC1CCN(C(=S)NC(=O)c2ccccc2)CC1	14
0.1	i	Cc1cc(OCc2cc(C(=O)N3CCCCCC3)no2)cc(C)c1Cl	45
-0.3	·	CC(=O)Nc1ccc(S(=O)(=O)NCCC(=O)OCC(=O)NCc2ccccc2)cc1	5
-2.3	i	COc1ccc(NC(=O)CCCCC(=O)Nc2ccc(OC)cc2OC)c(OC)c1	6
-0.2	i	COc1cccc(C2NC(=O)c3ccccc3O2)c1OCc1ccccc1F (stereo not given)	53
-0.2	i	O=C(Oc1ccnc2cc(Cl)ccc12)N1CCCCCC1	22
-0.1	i	c1ccc(-c2csc(-n3cccn3)n2)cc1	14
1.1	i	CCc1ccc(-c2cc(C(=O)NN3CCOCC3)c3ccccc3n2)cc1	32
-2.0	i	CCOC(=O)N1CCC(N(CCN(C)C)C(=S)Nc2cc(C)cc(C)c2)CC1	25
-1.9	i	O=S(=O)(c1ccccc1)N1N=C(c2ccccc2)CC1c1ccccc1 (stereo not given)	12
-0.3	i	CC1CCN(CC(=O)N2c3ccccc3CCc3ccccc32)CC1	12
-0.5	i	Cc1c(C(=O)NCc2ccc3c(c2)cc(C)n3C)cccc1[N+](=O)[O-]	2
1.9	i	Cc1ccc(NC(=S)NC(=O)/C=C/c2ccco2)c(O)c1	7
-1.5	i	CCNC(=O)c1ccc(CSc2ccc(Cl)cc2)cc1	8
-2.3	i	CCOc1cc(/C=C2\N=C(SC(C)C(N)=O)N(c3ccc(OC(F)F)cc3)C2=O)ccc1O (stereo not given)	17
-0.7	i	C=CCn1c(O)c(N=NC(=S)Nc2cccc(OC)c2)c2ccccc21	22
0.0	i	O=C(O)c1ccc2c(c1)C(=O)N(c1cccc(C(=O)/C=C/c3ccccc3)c1)C2=O	5
-0.2	i	C/C(Cn1cnc([N+](=O)[O-])n1)=N\NC(=O)c1ccc(Br)cc1	33
-2.8	i	Cn1c(=O)oc2cc(S(=O)(=O)NCc3ccccn3)ccc21	2
-2.7	i	O=C(O)c1ccc(NC(=S)NC(=O)c2cncc(Br)c2)cc1	4
1.2	i	O=C(CNC(=O)c1ccc(Cl)cc1)OC1CCOC1=O (stereo not given)	19
1.2	i	O=C(COc1ccccc1Cl)Nc1ccc2c(c1)OCO2	15
-1.2	i	O=C(CCc1nc2cccnc2n1Cc1ccccc1)N1CCOCC1	4
-2.3	i	COc1ccc2c(c1)C(=O)N(c1ccccc1OC)C(=O)C2(C)C	12
-1.3	i	CC(=O)c1sc(N)nc1C	10
-2.6	i	O=C(O)C1C2C=CC(C2)C1C(=O)OCc1ccccc1 (stereo not given)	22
-0.5	i	N/C(=N\OC(=O)CCCOc1ccccc1)c1ccccn1	12
1.0	i	CCN(CC)CCCNc1nc(N)c([N+](=O)[O-])c(NCCO)n1	11
0.3	i	Cc1ccc(CNC(=O)CCc2c(C)nc3c(c(C)nn3-c3ccc(C)cc3)c2C)cc1	13
0.2	i	Oc1ccccc1/C=N/Nc1nc2ccccc2o1	56
-1.2	i	CCCN(CCC)c1nc2ccccc2nc1C(C#N)C(=O)OC(C)COC (stereo not given)	50
-0.8	i	CCc1ccccc1NC(=O)CCN1C(=O)c2ccccc2C1=O	21
-3.4	i	CCCCNC(=O)CCn1ccc2cc(S(=O)(=O)N3CCCC3)ccc21	12
-1.0	i	Cn1cc([N+](=O)[O-])c(C(=O)Nc2ccc(-c3nc4ccccc4[nH]3)cc2)n1	23
-0.1	i	Cc1ccc(Cl)cc1N1CCN(C(CC(C)C)c2nnnn2CC2CCCO2)CC1 (stereo not given)	11
1.5	i	CC(NC(=O)CN(C)S(=O)(=O)c1ccc2c(c1)c(=O)n(C)c(=O)n2C)c1ccccc1 (stereo not given)	7
-0.4	i	Cc1cc(C(=O)Nc2ccc(N3CCOCC3)c(Cl)c2)c(C)o1	15
-0.2	i	Cc1cc(NC(=O)C(C)C)ncc1NC(=O)c1ccco1	20
-2.0	i	Cc1ccc(S(=O)(=O)Cn2nnnc2CN(Cc2ccco2)Cc2cccs2)cc1	21
-1.4	i	Cc1cccc(C)c1OCC(=O)Nc1cccc(NC(=O)c2ccco2)c1	5
-1.6	i	CNC(=O)CS(=O)CC(=O)Nc1cc(OC(C)C)c(Cl)cc1Cl (stereo not given)	4
1.2	i	CSc1nsc(SCC(=O)Nc2ccccc2)n1	8
-2.4	i	O=C(COC(=O)CCN1C(=O)/C(=C\C=C\c2ccccc2)SC1=S)Nc1cc(F)ccc1F	11
-2.2	i	COc1ccccc1C(=O)COC(=O)c1cc(=O)[nH]c2ccccc12	19
-0.6	i	Cc1ccc(S(=O)(=O)N2CCN(C(=O)COc3ccc(C)nc3[N+](=O)[O-])CC2)c(C)c1	2
-16	i	Cc1cccc(-n2c3nc(=O)[nH]c(=O)c-3cc3cc([N+](=O)[O-])ccc32)c1	77*
1.3	i	Cc1ccc(-c2nc(NCc3ccc(F)cc3)n(S(C)(=O)=O)n2)cc1	10
0.6	i	CN(C)S(=O)(=O)c1ccc(S(=O)(=O)NCc2ccc3c(c2)OCO3)cc1	10
-1.5	i	O=C1CCC(C(=O)OCC(=O)c2c[nH]c3ccccc23)=NN1	7
-0.1	·	CC(C)(C)CC(C)(C)c1ccc(OCCOCC[N+](C)(C)Cc2ccccc2)cc1	9
1.5	i	COc1ccc(Nc2nc(-c3cccnc3)cs2)c(OC)c1	·
-0.7	i	COc1ccc(NC(=O)CN2CCN(C3c4ccccc4-c4ccccc43)CC2)c(OC)c1	3
-0.4	i	COc1ccc(C(=O)Nc2nnc(S(=O)(=O)N(C)Cc3ccc(F)cc3)s2)cc1OC	27
6.4	i	CN(C)C(=O)CSc1nnc(C23CC4CC(CC(C4)C2)C3)o1	12
-2.2	i	Cc1cc(NC(=O)CSc2cn(CCNC(=O)c3ccccc3)c3ccccc23)no1	18

(further entries)
STK33 kinase inh	KCNQ2 inh	SMILES	OX1R FRET antag
-0.8	i	O=C(N/N=C/c1cc([N+](=O)[O-])cc(Br)c1O)C12CC3CCC(CC(C3)C1)C2	12
-0.5	i	O=C(N1CCOCC1)C12CC3CC(C1)CC(n1cnc(Cl)n1)(C3)C2	12
-0.4	i	COc1ccccc1CNC(c1ccccc1)c1ccccc1	1
5.3	i	O=c1[nH]cnc(O)c1N=Nc1ccccc1	10
-0.9	i	COc1ccc(Br)cc1-c1nc2c(c(=O)[nH]c(=O)n2Cc2ccccc2)n1C	12
-0.1	·	CCN(C[C@H]1N[C@@](Cc2ccccc2)(C(=O)OC)[C@H]2C(=O)N(Cc3ccccc3)C(=O)[C@@H]12)C(=O)c1ccc(C)cc1	1
-0.8	i	CN(Cc1ccc2c(c1)OCCO2)C(=O)CN1C(=O)NC2(CCCCC2)C1=O	23
-1.5	i	COc1ccc(C(C)=O)cc1CSCc1cc(C(C)=O)ccc1OC	7
-1.1	i	CCN1C(=O)c2ccccc2S(=O)(=O)c2ccc(C(=O)NCCCN(CC(C)C)CC(C)C)cc21	4
-0.4	i	CN(C)S(=O)(=O)N1CCN(C(=O)c2ccc3c(c2)OCO3)CC1	8
9.8	i	Cc1cnc(NC(=O)c2ccco2)s1	1
-2.1	i	Cc1ccc(OCC(=O)N2CCC(N3CCCCCC3)CC2)cc1	19
5.4	i	C=CCC1=C/C(=C\c2c(N)n3nc(CC(=O)N4CCCC4)sc3nc2=O)C=C(OC)C1=O	11
-1.3	i	CCN(CCn1cccn1)C(=O)CC1C(=O)NCCN1CC1CCCCC1 (stereo not given)	10
-1.1	i	CC(C)c1ccc(-c2nc(N3CCCCC3)[nH]c(=O)c2C#N)cc1	9
-0.7	i	COc1cc(C(=O)OCc2cc(=O)c(O)co2)ccc1OC(F)F	23
4.0	i	O=C(NCc1ccco1)c1ccccc1-c1ccccc1	11
1.8	i	CC(=O)c1ccc(S(=O)(=O)N2Cc3ccccc3CC2C(=O)O)cc1 (stereo not given)	5
-0.8	i	Cc1ccc(S(=O)(=O)N2CCCC(C(=O)NCc3ccc4c(c3)OCO4)C2)cc1 (stereo not given)	9
-1.1	i	CC(=O)Nc1cccc(NC(=O)CSc2ncc(-c3ccccc3)[nH]2)c1	53*
11	i	CCOc1ccc(S(=O)(=O)n2nnc3ccccc32)cc1C(C)C	14
-3.5	i	COc1cc(C2Sc3ccccc3NC3=C2C(=O)OC3)cc(OC)c1OC (stereo not given)	32
-1.8	i	CC1CCN(c2nc3ccccc3nc2N2CCC(C)CC2)CC1	9
0.3	i	COc1cc(/C=N/n2cnnc2)ccc1OC(=O)c1ccncc1	3

A portion from further up, as a working copy:
STK33 kinase inh	KCNQ2 inh	SMILES	OX1R FRET antag
-1.1	i	CCN1C(=O)c2ccccc2S(=O)(=O)c2ccc(C(=O)NCCCN(CC(C)C)CC(C)C)cc21	4
-0.4	i	CN(C)S(=O)(=O)N1CCN(C(=O)c2ccc3c(c2)OCO3)CC1	8
9.8	i	Cc1cnc(NC(=O)c2ccco2)s1	1
-2.1	i	Cc1ccc(OCC(=O)N2CCC(N3CCCCCC3)CC2)cc1	19
5.4	i	C=CCC1=C/C(=C\c2c(N)n3nc(CC(=O)N4CCCC4)sc3nc2=O)C=C(OC)C1=O	11
-1.3	i	CCN(CCn1cccn1)C(=O)CC1C(=O)NCCN1CC1CCCCC1 (stereo not given)	10
-1.1	i	CC(C)c1ccc(-c2nc(N3CCCCC3)[nH]c(=O)c2C#N)cc1	9
-0.7	i	COc1cc(C(=O)OCc2cc(=O)c(O)co2)ccc1OC(F)F	23
4.0	i	O=C(NCc1ccco1)c1ccccc1-c1ccccc1	11
1.8	i	CC(=O)c1ccc(S(=O)(=O)N2Cc3ccccc3CC2C(=O)O)cc1 (stereo not given)	5
-0.8	i	Cc1ccc(S(=O)(=O)N2CCCC(C(=O)NCc3ccc4c(c3)OCO4)C2)cc1 (stereo not given)	9
-1.1	i	CC(=O)Nc1cccc(NC(=O)CSc2ncc(-c3ccccc3)[nH]2)c1	53*
11	i	CCOc1ccc(S(=O)(=O)n2nnc3ccccc32)cc1C(C)C	14
-3.5	i	COc1cc(C2Sc3ccccc3NC3=C2C(=O)OC3)cc(OC)c1OC (stereo not given)	32

Continuation:
STK33 kinase inh	KCNQ2 inh	SMILES	OX1R FRET antag
-2.2	i	CN(C)Cc1ccccc1Sc1ccc(Br)cc1	15
-1.2	i	COc1cccc(C(=O)C2CN(c3ccccc3)CC2c2ccc(Cl)cc2)c1 (stereo not given)	11
-0.2	i	CCOC(=O)C1=C(COc2ccccc2)NC(=O)NC1c1ccc(Br)cc1 (stereo not given)	10
-1.6	i	CCc1ccc(-c2cc(C)no2)cc1S(=O)(=O)N1CCN(c2ccc(F)cc2)CC1	13
-0.4	i	N#C/C(=C1\CCCN1)c1ccc2ccccc2n1	46
-2.8	i	Cc1ccccc1NC(=O)CSc1nnc(-c2ccccc2)n1-c1ccccc1	26
0.0	i	Cc1cc(=O)oc(C)c1C(=O)Nc1cccnc1Cl	24
-0.3	i	CC(=O)NS(=O)(=O)c1ccc(NC(=O)c2cccc(S(=O)(=O)N3CCc4ccccc43)c2)cc1	20
-1.5	i	CCn1cc(S(=O)(=O)N2CCc3ccccc3C2)cn1	3
-1.7	i	Cc1ccc(CNC(=O)CCCC(=O)O)cc1	10
-1.6	i	Cc1ccc2c(c1)S/C(=C\c1cccc[n+]1C)N2CCO	0
-0.9	i	Cc1ccc(OCC(=O)Nc2ccc3oc(=O)ccc3c2)cc1	7
-0.3	i	COC(=O)c1c(NC(=O)CN2CCN(c3ccccc3)CC2)c2c(C)cccc2n1C	14
0.2	i	O=C(Nc1cccnc1)c1cccs1	12
-1.6	i	O=S(=O)(NCc1ccccc1)c1ccc2ccccc2c1	12
-1.0	·	N#CCCN(C(=O)COC(=O)c1cc(=O)[nH]c2ccccc12)c1ccccc1	23
·	i	O=C(CC1C(=O)NCCN1Cc1ccccc1C(F)(F)F)NCCN1CCCCC1=O (stereo not given)	17
0.2	i	CCOC(=O)Cc1csc(NC(=O)CSc2nc(=O)[nH]c3c2CCC3)n1	23
-0.7	i	CCCn1c2ccccc2c2nnc(SCC(=O)Nc3cc(C)on3)nc21	38
0.0	i	COc1cccc(N2CCN(S(=O)(=O)c3ccc(-c4cnc(C5CC5)o4)cc3)CC2)c1	5
-1.2	i	O=C(Nc1ccccc1)c1cc(S(=O)(=O)N2CCSCC2)ccc1Cl	10
4.0	·	C#CCOCCOCCOCCNc1nc(N2CCOCC2)nc(N2CCN(C(=O)CCCCCCCCCCNC(=O)Cn3cc(CCCCCN)nn3)CC2)n1	36
-0.9	i	COc1ccc(C(=O)C2CCN(C(=O)Nc3ccccc3C)CC2)cc1	13
0.4	i	C=CCn1c(C)cc(C2=NNC(=NC(C)(C)C)SC2)c1C	23
-0.5	i	O=C1/C(=C/c2ccco2)N=C(N2CCCCC2)N1c1ccccc1	9
-1.8	i	O=C(COC(=O)c1cc(Br)c(Br)s1)NCCC1=CCCCC1	2
1.4	i	COc1ccccc1NS(=O)(=O)c1cc(-c2cc(C)no2)ccc1OC	23
-0.6	i	CCCN(c1ccc(C(C)C)cc1)S(=O)(=O)c1c(C)[nH]c(=O)[nH]c1=O	-1
-1.3	i	Cn1c(NC(=O)c2ccccc2F)cc(=O)n(C)c1=O	9
0.6	i	CCOC(=O)C(Cc1ccccc1)C(=O)Nc1nccs1 (stereo not given)	21
-0.9	i	CNC(=O)C1CC(=O)N(c2ccc(F)c(Cl)c2)C1 (stereo not given)	5
-0.7	i	COC(=O)C1=C(C)N(C(C)C)C(=O)C1(NC(=O)C1CCCCC1)C(F)(F)F (stereo not given)	13
